Screens from PubChem BioAssay.
Mtb RmlCD inh: M. tuberculosis RmlC/RmlD coupled enzyme inhibitors, primary screen, biochemical, compound mixtures, 384-well, from 1536-well plates; RmlC+RmlD coupled enzyme assay, percent inhibition; primary screen in compound mixtures; AID 1533, 2009; inhibition, % at 3.6 µM; 160,000 compounds, 0.03% hits; in the data active means inhibition mostly above about 34%, no sharp cut-off; further: some results filed as inactive read as strong as hits
Target sequence (P9WH09 whole entry, looked up): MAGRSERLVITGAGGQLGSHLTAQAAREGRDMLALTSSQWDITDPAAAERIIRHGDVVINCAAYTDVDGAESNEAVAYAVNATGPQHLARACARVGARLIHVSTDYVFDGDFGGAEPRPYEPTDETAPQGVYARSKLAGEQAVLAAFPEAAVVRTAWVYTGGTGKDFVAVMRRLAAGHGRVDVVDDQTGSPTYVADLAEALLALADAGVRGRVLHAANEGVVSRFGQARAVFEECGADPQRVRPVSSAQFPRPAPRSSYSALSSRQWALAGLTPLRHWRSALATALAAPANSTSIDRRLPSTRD
Target sequence (P9WH11 whole entry, looked up): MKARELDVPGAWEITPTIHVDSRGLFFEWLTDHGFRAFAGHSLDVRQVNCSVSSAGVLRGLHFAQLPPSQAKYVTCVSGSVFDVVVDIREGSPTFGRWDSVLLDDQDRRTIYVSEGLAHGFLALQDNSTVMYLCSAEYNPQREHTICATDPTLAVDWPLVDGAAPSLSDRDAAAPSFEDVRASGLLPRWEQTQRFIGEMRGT
M. tuberculosis GlmU: inhibition of mycobacterial GlmU enzyme – biochemical, glucosamine-1-phosphate acetyltransferase (AID 1376). one-dose inhibition, %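 (tested at 30 µM in the primary screen)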; IC50 in µM for titrated hits. 220,000 compounds, 0.25% hits. M. tuberculosis GlmU acetyltransferase enzyme assay; higher % means a stronger effect; in the data active means inhibition above about 13%;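 further: 0% = complete reaction with vehicle and 100% = reaction without substrate; strong numbers were not always called active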
The depositor's hits bear a star; / = no result given. These rows are one share of the data; the hit share may differ from the screen's.

Compound | Mtb RmlCD inh | M. tuberculosis GlmU
CCN(CCNC(=O)C1CCN(S(=O)(=O)CC)CC1)c1ccccc1 | 2 | -4.2%
O=C(NC1CC1)C1CCC(=O)N1C1CCCC1 (stereo not given) | -6 | 5.3%
O=C(c1ccco1)n1nc(-c2ccccc2)nc1NCc1ccco1 | / | -2.5%
CCCCCCNC(=O)C(C#N)c1nc2ccccc2nc1N1CCOCC1 (stereo not given) | -5 | -4.2%
N#Cc1c(NC(=O)C2CC(Cl)=CCC2C(=O)O)sc2c1CCCC2 (stereo not given) | 2 | 2.6%
Cc1ccccc1OCCCC(=O)Nc1nccs1 | / | -1.6%
Cc1ccc(C(=O)Nc2cccc(N(C)S(C)(=O)=O)c2)cc1S(=O)(=O)Nc1ccccc1 | -5 | -1.4%
COc1ccc(CCNC(=O)CSc2nc(N)c(C#N)c(-c3cccs3)c2C#N)cc1OC | / | -0.1%
Cc1cccn2cc(-c3ccc(S(=O)(=O)N4CCOCC4)cc3)nc12 | / | -0.9%
O=C(NCc1ccco1)c1sc2cccc(F)c2c1Cl | -11 | -5.1%
O=C(Cc1ccc([N+](=O)[O-])cc1)N/N=C/c1ccco1 | 8 | 2.4%
N#Cc1c(Cl)cccc1N1CCC(C(N)=O)CC1 | -10 | 6.1%
Cc1cccc(NC(=O)C2CCCN(S(=O)(=O)c3c(C)nn(C)c3C)C2)n1 (stereo not given) | 11 | -1.8%
Nn1c(SCC(=O)NC(=O)NCc2ccccc2)nnc1C1CC1 | 6 | 5.5%
CC(C)CCn1c(Oc2ccccc2Cl)nc2c1c(=O)n(C)c(=O)n2C | -5 | 0.8%
O=C(Nc1ccc2c(c1)nc1n2CCN(Cc2ccccc2)C1)NC1CCCCC1 | / | -7.1%
COc1ccc(Nc2cc(C)nc(N)n2)cc1 | -10 | 2.9%
CCCC(=O)N1CCN(c2ccc(NC(=O)c3cc4ccccc4o3)cc2Cl)CC1 | 8 | 0.2%
NC(=O)c1c(NC(=O)c2ccc(S(=O)(=O)N3CCOCC3)cc2)sc2c1CCCCC2 | 10 | -5.0%
COc1cc(CNc2nc3ccccc3[nH]2)cc(OC)c1OC | 1 | -8.3%
CC(C)Oc1cccc(C(=O)NC(=S)Nc2ccc(Cl)c(C(=O)O)c2)c1 | 3 | 2.0%
CCn1ccnc1CN1CCCC(C(=O)c2ccc3cc(OC)ccc3c2)C1 (stereo not given) | -17 | -2.9%
O=C(CSc1nnc(C2CCCCC2)o1)N1CCCCC1 | 9 | 1.1%
COc1ccc(CN(C)CC(=O)Nc2cc3oc4ccccc4c3cc2OC)c(OC)c1 | -2 | -1.3%
CC(=O)c1ccc(N2CCN(C(=O)/C=C/c3cccs3)CC2)cc1 | -1 | -2.1%
Cn1[nH]c(-c2ccccc2)c(/C=N/O)c1=O | -11 | -2.8%
COc1nc(N)nc(N2CCOCC2)n1 | -4 | -6.7%
C#CCOc1ccc(/C=C2\SC(=S)N(Cc3cccnc3)C2=O)cc1 | -7 | 3.7%
CCOC(=O)Nc1ccc(C)cc1C | 62 | 3.2%
CCOC(=O)c1sc2nc(CSc3ccccc3)[nH]c(=O)c2c1C | -8 | -2.2%
C[N+](C)(C)CC#CCN1CCCC1=O | / | -3.0%
CC(C)(C)c1nc(SCC(=O)NCc2cccs2)c2ccccc2n1 | -10 | -3.0%
CCOC(=O)c1csc(NC(=O)c2ccc(OC)c(OC)c2)n1 | 5 | -2.0%
COc1cccc(NC(=O)Cn2c(CCC(=O)O)ccc2-c2ccccc2)c1 | 2 | 7.5%
CC(C)(C)OC(=O)[C@H](Cc1ccccc1)NC(=O)c1nc[nH]c1C(=O)NCc1ccccc1 | / | -2.9%
CCOC(=O)c1nn(-c2cccc(C)c2)cc1C(=O)c1ccccc1 | 2 | /
O=C(COc1ccc(Cl)cc1Cl)N(Cc1ccco1)C1CCS(=O)(=O)C1 (stereo not given) | / | -1.4%
COCCN(CC(=O)NCc1ccccc1)C(=O)CCC(=O)Nc1nccs1 | 5 | -7.8%
COc1ccc(-c2ccc(/C=C3/C(=N)N4C=CSC4=NC3=O)o2)c([N+](=O)[O-])c1 | / | 3.0%
N#Cc1c(C(F)(F)F)cc(-c2cccs2)nc1SCC(=O)O | 24 | 4.7%
COc1ccc(-c2c[n+](CC(=O)OC3CC(C)CCC3C(C)C)c3n2CCC3)cc1 (stereo not given) | 2 | 1.5%
Cc1[nH]n(-c2cccc(Cl)c2)c(=O)c1-c1ccccc1 | 5 | 3.0%
CN(C)c1ccc(N=Nc2ccccc2C(=O)OCC(=O)NCC2CCCCC2)cc1 | -2 | -0.8%
CN(CC(=O)Nc1ccc(Cl)c(Cl)c1)Cc1nnc(-c2ccc(F)cc2)o1 | / | -2.9%
COc1ccccc1N1CCN(Cc2nc(N)nc(Nc3ccccc3)n2)CC1 | 37 | 0.1%

Additional records:
SMILES | Mtb RmlCD inh | M. tuberculosis GlmU
CCOC(=O)C1CCN(C(=O)N(C)C)CC1 | 4 | 4.7%
CCN1C(=O)/C(=C/N2CCc3ccccc3C2)SC1=S | 10 | -0.6%
Cc1nnc(SCCn2c(N3CC(C)CC(C)C3)nc3c2c(=O)[nH]c(=O)n3C)s1 (stereo not given) | / | 2.4%
Cc1cc(C)c(S(=O)(=O)N(CC(=O)NCc2cccnc2)C2CCCCC2)c(C)c1 | -3 | -2.2%
CCn1cc(C(=O)N2CCN(c3cccc(Cl)c3)CC2)c2cc(OC)c(OC)cc2c1=O | / | -0.7%
COC(=O)c1cc(CC(=O)c2ccc(O)cc2O)c(C)o1 | -2 | -1.0%
COc1ccc(C2/C=C\CN(C(=O)C3CCCC3)CC(=O)N2Cc2ccc(F)cc2)cc1 (stereo not given) | / | -1.5%
CCn1cc(CN2CCCC(CO)(Cc3cccc(Cl)c3)C2)cn1 (stereo not given) | 7 | 2.6%
OC1(C#CCN2CCCC2)c2ccccc2-c2ccccc21 | 5 | 6.5%
CC1(C)Cc2ccccc2-c2nc(NCCCO)n(-c3ccccc3)c(=O)c21 | 0 | 0.8%
CCN(CC)S(=O)(=O)c1ccc(NC(=O)c2ccc(N(C)S(C)(=O)=O)cc2)cc1 | / | 1.8%
COc1cccc(-n2c(CN3CCN(c4cccc(C)c4)C(C)C3)nc3ccc([N+](=O)[O-])cc3c2=O)c1 (stereo not given) | -13 | 5.6%
O=C(NCCc1csc(-c2ccccc2)n1)c1ccco1 | -4 | 6.5%
CC(=O)NCCNC(=O)c1ccc(-n2c(C)ccc2C)cc1 | -10 | 0.8%
CN(CC(=O)NC(=O)NCc1ccco1)Cc1nc2ccccc2c(=O)[nH]1 | -5 | -6.0%
CCCCC(NS(=O)(=O)c1ccc(OC)cc1)C(=O)O (stereo not given) | -5 | -0.1%
O=c1c2ccccc2nc(SCc2cc(F)ccc2F)n1C1CCCC1 | / | 1.3%
O=C1CCCC2=C1C(c1ccccn1)Nc1ccc(C(=O)c3ccccc3)cc1N2 (stereo not given) | -6 | 0.9%
CCN(C(=O)CN1CCN(S(=O)(=O)c2cc(Cl)ccc2Cl)CC1)c1c(N)n(Cc2ccccc2)c(=O)[nH]c1=O | 1 | -4.2%
CCN(CC(=O)Nc1cccc(S(=O)(=O)N2CCCC2)c1)CC(=O)Nc1ccccc1OC | -8 | -3.5%
Cc1nc2nc(SCC(=O)NCCCN3CCOCC3)nn2c(C)c1Cc1ccccc1 | -11 | -1.2%
Cc1ccc(Cn2nnnc2CN2CCC(n3nnc4ccccc43)CC2)cc1 | -7 | -3.4%
COc1ccc(C(=O)Nc2ccc(Cl)cc2C(=O)NCc2ccco2)cc1OC | 17 | -7.5%
CCCCNC(=O)C1CCC(CNS(=O)(=O)c2ccc(C)cc2)CC1 (stereo not given) | 50 | 0.1%
CC(C)C(NC(=O)/C=C/c1cccc([N+](=O)[O-])c1)C(C)C | -14 | 1.0%
CC1CC(C)CN(C(=O)CCNS(=O)(=O)c2cccs2)C1 (stereo not given) | / | 2.2%
Cn1c(Nn2cnnc2)nc2ccccc21 | -6 | 1.9%
O=C(O)/C=C/C(=O)Nc1ccc(SC(F)(F)C(F)(F)C(F)(F)F)cc1 | 0 | 6.0%
Cc1cc(C)nc(NC(=O)c2ccc(Cl)cc2[N+](=O)[O-])c1 | -3 | -1.5%
O=C(Cc1ccccc1)NNC(=S)NC(=O)c1cccs1 | / | 7.1%
O=C(/C=C/c1ccccc1)NNC(=O)c1cccnc1 | / | 0.1%
CN(C)c1cccc(C(=O)N/C=C/n2cnc3cc(C(F)(F)F)ccc32)c1 | 8 | -4.9%
NC(=O)C1CCN(C(=O)COc2cccc3cccnc23)CC1 | -1 | -5.3%
Cc1ccc(OCC(=O)Nc2ccc(N3CCN(S(C)(=O)=O)CC3)cc2)cc1C | 40 | -1.7%
CCOC(=O)Cn1c(C)[n+](CC(=O)c2ccccc2)c2ccccc21 | / | 2.5%
Cc1cccc(OCc2nnc(SCC(=O)Nc3nccs3)o2)c1 | 7 | 2.0%
CCC(=O)Nc1ccc(C(=O)n2nc(C)cc2C)cc1 | / | 3.1%
CCOC(=O)c1c(NC(=O)C2C3C=CC(C3)C2(C)C(=O)O)sc2c1CCCC2 (stereo not given) | -7 | 10%
Cc1ccc(C(=O)CC2(O)C(=O)N(Cc3ccccc3)c3ccccc32)o1 (stereo not given) | / | -2.0%
CCOC(=O)N1CCN(c2cc3nccnc3cc2F)CC1 | / | 2.9%
O=C(O)CC1S/C(=N/N=C2CCCCC2)N(c2ccccc2)C1=O (stereo not given) | 2 | 2.4%
CC(C)Oc1ccc(CCc2nnc(SC(C)C(=O)O)n2-c2ccccc2)cc1 (stereo not given) | / | -0.4%
COc1ccc(/C=C/C(=O)c2ccc3c4c(cccc24)CC3)cc1OC | 2 | 0.9%
COc1cc(C(=O)OC(C)C(=O)NCC2CCCCC2)cc(NC(=O)c2ccco2)c1OC (stereo not given) | / | 1.6%
Cc1cc(C(=O)NCC(=O)OCC(=O)N(C)C2CCCCC2)ccc1[N+](=O)[O-] | 10 | 1.9%
O=S(=O)(c1ccc(OCc2nc3ccccc3s2)c(Cl)c1)N1CCOCC1 | -2 | 0.3%
Cc1ccsc1/C=N/NC(=O)c1cccc(S(=O)(=O)Nc2ccccc2Cl)c1 | -6 | -5.4%
O=C(NCc1cccnc1)c1ccc(-c2ccc(Cl)cc2)o1 | 4 | -1.7%
Cc1ccccc1C(=O)NCCN1CCOCC1 | -6 | -0.8%
CS(=O)(=O)c1ccc(S(=O)CC(=O)OCc2ccccc2)c([N+](=O)[O-])c1 (stereo not given) | / | -0.2%

A draw from above in order of SMILES length, lowest first:
SMILES | Mtb RmlCD inh | M. tuberculosis GlmU
COc1cc(CNc2nc3ccccc3[nH]2)cc(OC)c1OC | 1 | -8.3%
NC(=O)C1CCN(C(=O)COc2cccc3cccnc23)CC1 | -1 | -5.3%
CCCCNC(=O)C1CCC(CNS(=O)(=O)c2ccc(C)cc2)CC1 (stereo not given) | 50 | 0.1%
O=S(=O)(c1ccc(OCc2nc3ccccc3s2)c(Cl)c1)N1CCOCC1 | -2 | 0.3%
CC(C)Oc1cccc(C(=O)NC(=S)Nc2ccc(Cl)c(C(=O)O)c2)c1 | 3 | 2.0%
Cc1ccc(C(=O)Nc2cccc(N(C)S(C)(=O)=O)c2)cc1S(=O)(=O)Nc1ccccc1 | -5 | -1.4%

(next part)
SMILES | Mtb RmlCD inh | M. tuberculosis GlmU
CN1CCCC(CC2Oc3ccccc3Sc3ccccc32)C1 (stereo not given) | / | -5.4%
Cn1c(CCNC(=O)c2ccc(Cl)cc2)n[nH]c1=S | / | 6.9%
COc1ccc(-n2c(N)c(Br)c(=O)[nH]c2=O)cc1 | / | 1.8%
COc1ccc(OC)c(S(=O)(=O)N2CCC(C(=O)N3CCN(Cc4ccccc4)CC3)CC2)c1 | 6 | 3.0%
COC(=O)c1ccc(S(=O)(=O)c2ccccc2)c(N)c1 | / | -2.6%
CN(C)c1ccc(/C=C2/C(=O)NC(=O)N(Cc3ccco3)C2=O)cc1 | -9 | -4.0%
Cc1onc(-c2ccccc2Cl)c1C(=O)Nc1ccc(Cl)cn1 | -9 | 4.8%
Cc1[nH]n(-c2cccc([N+](=O)[O-])c2)c(=O)c1-c1ccccc1 | 7 | -4.0%
CC(=O)N1N=C(c2cccnc2)OC1c1ccc(C(C)C)cc1 (stereo not given) | 8 | -3.4%
O=C(CCNS(=O)(=O)c1c(Cl)cccc1Cl)OCC(=O)c1ccccc1 | 0 | -2.9%
O=C(CCC1N=C2c3ccccc3N=C(SCc3ccc(F)cc3)N2C1=O)NCc1ccco1 (stereo not given) | -4 | -9.1%
O=C(CN(c1ccc(Cl)c(C(F)(F)F)c1)S(=O)(=O)c1ccccc1)N/N=C/c1cccc2c1OCCO2 | -5 | /
COc1ccc(CNc2nc(SC)n[nH]2)cc1OC | 9 | -2.7%
COc1ccccc1C1CN(c2ccccc2)N=C1c1cccs1 (stereo not given) | 4 | 3.9%
Cc1cccc(-n2c(SCC(N)=O)nnc2-c2ccccn2)c1C | -2 | -6.7%
Cc1cc(N2CCN(S(=O)(=O)c3ccc4c(c3)OCCO4)CC2)n2ncnc2n1 | 4 | 9.1%
Cc1cc(C)nc(NC(=O)c2cc(Br)ccc2Cl)n1 | / | -5.6%
O=C(Nc1nccs1)c1ccc(S(=O)(=O)NCC2CCCCC2)cc1 | / | 3.2%
O=C(c1nc2ccc(Cl)cn2c1CNCCn1ccnc1)N1CCCCCCC1 | -6 | 6.5%

Of the compounds above, two contain a tert-butyl group:
SMILES | Mtb RmlCD inh | M. tuberculosis GlmU
CC(C)(C)c1nc(SCC(=O)NCc2cccs2)c2ccccc2n1 | -10 | -3.0%
CC(C)(C)OC(=O)[C@H](Cc1ccccc1)NC(=O)c1nc[nH]c1C(=O)NCc1ccccc1 | / | -2.9%
